# Source: PubChem (National Center for Advancing Translational Sciences (NCATS))
# ELG1 genotox – qHTS screen for small molecules that induce genotoxicity in human embryonic kidney (HEK293T) cells expressing luciferase-tagged ELG1; Potency, µM (doses to about 46 µM), for the others: at the top dose activity change, positive = activation, usual class: activators; 330,000 compounds, 1.3% hits; HEK293T ELG1-luciferase reporter, luminescence, 16 h; AID 504466, 2011; note: % of control where 0% means no effect; nearly all actives have a fitted effect of over 60% in size
#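 Genotoxic stress is detected as increased luminescence from luciferase-tagged ELG1 in HEK293T cells, measured with ONE-Glo after a 16 hr treatment at 37 °C.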
# Rab9 promoter act – qHTS Assay for Rab9 Promoter Activators; Huh7 Rab9 promoter-luciferase reporter, luminescence, 24 h; Potency, µM (titrated, usually from 9.22 µM), for the others: at the highest dose activation, negative = inhibition, usual class: activators; 320,000 compounds, 2.8% hits; note: % of control where 0% means no effect; nearly all actives have a fitted effect of over 60% in size
#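 Promoter activation is measured as luciferase luminescence in Huh7 cells stably transfected with a Rab9 promoter–luciferase construct, following 24 h compound exposure at 37 °C and 10 min reagent incubation at ambient temperature.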
# FLuc counter – qHTS profiling assay for firefly luciferase inhibitor/activator using purifed enzyme and Km concentrations of substrates (counterscreen for miR-21 project); Luciferin 4-monooxygenase (Photinus pyralis), P08659; purified FLuc, Km substrates, luminescence inhibition; Potency, µM (highest dose often 57.5 µM), for the others: top-dose activity change, negative = inhibition, actives largely listed as inhibitors; 360,000 compounds, 6.9% hits;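 note: plate controls were vehicle for no effect and reference inhibitor for full effect; nearly all actives have a fitted effect of over 55% in size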
# Target sequence (P08659 whole entry, looked up): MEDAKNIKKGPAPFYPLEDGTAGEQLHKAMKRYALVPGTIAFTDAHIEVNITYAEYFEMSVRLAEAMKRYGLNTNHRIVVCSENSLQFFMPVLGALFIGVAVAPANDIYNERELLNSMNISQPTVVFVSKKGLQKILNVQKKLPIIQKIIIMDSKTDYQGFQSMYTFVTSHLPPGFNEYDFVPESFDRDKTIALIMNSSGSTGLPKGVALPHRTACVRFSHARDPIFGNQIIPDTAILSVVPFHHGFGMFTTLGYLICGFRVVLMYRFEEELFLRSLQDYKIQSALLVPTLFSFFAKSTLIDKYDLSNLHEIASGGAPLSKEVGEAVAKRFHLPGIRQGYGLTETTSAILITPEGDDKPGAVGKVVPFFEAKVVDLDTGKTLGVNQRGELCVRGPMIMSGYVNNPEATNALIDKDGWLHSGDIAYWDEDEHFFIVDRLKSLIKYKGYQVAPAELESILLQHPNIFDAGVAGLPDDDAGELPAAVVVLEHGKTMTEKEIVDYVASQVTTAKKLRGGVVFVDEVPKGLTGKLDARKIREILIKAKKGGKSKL
#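 Biochemical qHTS of compounds, final roughly 60 µM downward over six points, against 10 nM purified firefly luciferase using Km concentrations of substrates (10 uM D-luciferin, 10 uM ATP) in Tris acetate pH 7.5 buffer; luminescence output.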
# uPA surface inh – qHTS for Inhibitors of Cell Surface uPA Generation. cell surface uPA generation assay, qHTS. Potency, µM (doses to about 38.3 µM), without a hit: at the highest dose activity change, negative = inhibition, usual class: inhibitors. 330,000 compounds, 0.31% hits. AID 540303, 2011; active = well fitted inhibition curve with a large enough effect; inconclusive = small, poorly fitted or top-dose-only effect; inactive = no such curve, though single readings can be large or run the other way; tested in mouse RAW 264.7 cells; note: % is set by controls: 0 for no effect and ±100 for the full control effect; nearly all actives have a fitted effect of over 55% in size
# p53 reactivation – qHTS assay for re-activators of p53 using a Luc reporter; H1299 p53-A138V BP100-luciferase reporter, luminescence, 24 h; Potency, µM (series often up to 92.2 µM), inactives show at the highest dose activity change, positive = activation, actives largely listed as activators; 320,000 compounds, 0.063% hits; AID 504706, 2011; note: % of control where 0% means no effect; nearly all actives have a fitted effect of over 45% in size
#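 H1299 (p53-null), stable ts p53-A138V + BP100-Luc; 1000 cells/well, Opti-MEM/10% FBS; cpd 4 pt, 1:5; 24 h, 37 deg C, 5% CO2; detection reagent 10 min RT; luminescence.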
# CXXC DNA block – qHTS Fluorescence Polarization Assay for Inhibitors of MLL CXXC domain - DNA interaction; Histone-lysine N-methyltransferase 2A (Homo sapiens), Q03164; MLL-CXXC / FITC-HOXA9 DNA fluorescence polarization; Potency, µM (highest dose often 115 µM), for inactives: at the top dose activity change, negative = inhibition, usual class: inhibitors; 290,000 compounds, 0.037% hits; active = well fitted inhibition curve with a large enough effect in the polarisation, with a control signal flat, not every such curve was filed as active; inconclusive = small, poorly fitted or top-dose-only effect, or effect the other way, or a change in a side signal; inactive = no such curve, though single readings can be large or run the other way; the % refers to the polarisation
#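 Steps: dispense CXXC domain solution (7 uM) → pin compounds or unlabeled HOX-A9 DNA control → 5 min ambient → add FLSN-HOX-A9 solution (50 nM) → spin → 30 min ambient → fluorescence polarization. Tris pH 7.5/NaCl/DTT/BSA buffer.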
# NPC1 promoter act – qHTS Assay for NPC1 Promoter Activators; Potency, µM (doses to about 9.22 µM), for the others: at the highest dose activation, hits mostly activators; Huh7 NPC1 promoter luciferase reporter, 24 h; AID 485313, 2010; 320,000 compounds, 2.4% hits;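 note: % of control where 0% means no effect; nearly all actives have a fitted effect of over 60% in size; reporter is driven by a mutant NPC1 promoter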
#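 Stable NPC1-promoter luciferase Huh7 line; cpd (DMSO) 24 h, 37 °C, 5% CO2; Amplite luciferase reagent 10 min RT; luminescence readout. qHTS format.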
# VP16 counter – VP16 counterscreen qHTS for inhibitors of ROR gamma transcriptional activity. Drosophila S2 Gal4-VP16 UAS-luciferase, luminescence, 20 h. Potency, µM (doses to about 53.6 µM), inactives show at the top dose activity, negative = inhibition, hits mostly inhibitors. 310,000 compounds, 3.5% hits. AID 2546, 2010;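 note: Gal4-VP16 expression switched on by copper sulfate through the metallothionein promoter; % is set by controls: 0 for no effect and ±100 for the full control effect; nearly all actives have a fitted effect of over 50% in size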
# BRCA1 expr up – qHTS Assay to Identify Small Molecule Activators of BRCA1 Expression. MCF7-BRCA1-FFLuc reporter, luminescence, 48 h; response scale: scaled: vehicle 0%, 10 µM genistein 100%. Potency, µM (doses to about 46.1 µM), inactives show top-dose activation, usual class: activators. 380,000 compounds, 1.1% hits. AID 624202, 2012; note: nearly all actives have a fitted effect of over 80% in size; some results filed as inactive show a strong effect at the top dose
#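 Using MCF7 cells harboring a BRCA1 firefly luciferase reporter, plated 2 h before compound pinning, the screen measured luminescence after 48 h incubation. Responses were normalized to DMSO and 10 microM genistein, then fitted for concentration-effect.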
# MBNL1-CUG inh – qHTS Assay for Inhibitors of MBNL1-poly(CUG) RNA binding. Muscleblind-like protein 1 (Homo sapiens), Q9NR56. TR-FRET MBNL1-His/biotin-(CUG)12 binding, 665/545 ratio. Potency, µM (top dose mostly 57.5 µM), for the others: at the top dose activity change, negative = inhibition, hits mostly inhibitors. 280,000 compounds, 0.036% hits; active = well fitted inhibition curve with a large enough effect in the signal ratio, with a control signal flat, not every such curve was filed as active; inconclusive = small, poorly fitted or top-dose-only effect, or effect the other way, or a change in a side signal; inactive = no such curve, though single readings can be large or run the other way; the % refers to the signal ratio; note: % is set by controls: 0 for no effect and ±100 for the full control effect
# Target sequence (Q9NR56 whole entry, looked up): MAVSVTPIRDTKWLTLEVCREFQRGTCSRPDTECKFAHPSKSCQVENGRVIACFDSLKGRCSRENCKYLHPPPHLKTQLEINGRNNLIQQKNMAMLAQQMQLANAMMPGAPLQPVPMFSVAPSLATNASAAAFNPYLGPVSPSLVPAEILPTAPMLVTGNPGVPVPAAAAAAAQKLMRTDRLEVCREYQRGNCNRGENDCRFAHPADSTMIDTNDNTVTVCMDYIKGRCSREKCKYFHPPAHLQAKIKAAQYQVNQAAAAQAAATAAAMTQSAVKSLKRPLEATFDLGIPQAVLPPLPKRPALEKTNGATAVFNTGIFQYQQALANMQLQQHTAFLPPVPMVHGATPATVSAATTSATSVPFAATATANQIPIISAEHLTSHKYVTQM
#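 His-tagged MBNL1 binding to biotinylated (CUG)12 RNA was measured by TR-FRET using terbium anti-His antibody (0.055 ng/ul final) and streptavidin-XL665 (5 nM final). Compounds were titrated 92 nM to 58 uM; 60 min at room temperature.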
# RORg inh – qHTS for inhibitors of ROR gamma transcriptional activity; Nuclear receptor ROR-gamma (Mus musculus), P51450; Drosophila S2 Gal4-RORgamma UAS-luciferase reporter, 20 h; Potency, µM (top dose mostly 53.6 µM), without a hit: at the highest dose activity change, negative = inhibition, most hits filed as inhibitors; 310,000 compounds, 5.4% hits; note: % is set by controls: 0 for no effect and ±100 for the full control effect; nearly all actives have a fitted effect of over 60% in size
#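 ROR gamma transcriptional activity was tracked as Gal4-UAS luciferase output in stably transfected Drosophila Schneider cells, with compound added 1 hr before 700 uM copper sulfate induction and a 20 hr ambient-temperature incubation.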
# * = called active by the depositor; u = inconclusive; x = no result given; [ ] = dose if it differs, or a comment. Unless noted, calls come from the whole dose curve; as a rule, active = well fitted curve in the direction sought with a large enough effect; inconclusive = small, poorly fitted or top-dose-only effect, or another doubt; inactive = no such curve, though single readings can be large; an effect the other way counts as inactive or inconclusive. Potency is the fitted concentration of half-maximal effect. Not all compounds are listed; rates above refer to the full screens.
smiles,ELG1 genotox,Rab9 promoter act,FLuc counter,uPA surface inh,p53 reactivation,CXXC DNA block,NPC1 promoter act,VP16 counter,BRCA1 expr up,MBNL1-CUG inh,RORg inh
COc1cc(NC(=O)C2C3C=CC(C3)C2C(=O)O)ccc1NC(=O)c1ccccc1 (stereo not given),5%,10%,-1%,-1%,14%,u,0%,-9%,22%,-6%,-22%
CC1Cc2ccccc2N1C(=O)CSc1nn2c(=O)c(C(C)(C)C)nnc2s1 (stereo not given),-6%,-3%,-3%,-13%,2%,6%,-1%,5%,-37%,3%,-37%
Cc1cccc(N2C(=O)c3ccc(C(=O)Nc4cccc(C(=O)O)c4)cc3C2=O)c1,6%,20%,1.5µM*,11%,20%,11%,25%,-10%,66%,u,1%
O=C(CN1C(=O)c2ccccc2S1(=O)=O)c1ccccc1,0%,u,0.6µM*,-7%,-23%,-1%,u,14µM*,-73%,2%,8.9µM*
CCOC(=O)c1cnn(-c2ccccc2)c1NC(=O)c1ccc(C)cc1,3%,u,6%,0%,-4%,6%,3%,12%,4%,-2%,23%
COc1ccccc1N1C(=O)[C@@H]2[C@H](C1=O)[C@H](C(=O)c1ccc(OC(C)=O)cc1)N1N=CC=C[C@@H]21,0%,1%,2%,-2%,1%,12%,-4%,6%,-41%,25%,-14%
Cc1nnsc1C(=O)Nc1ccc(Cl)cc1Cl,-2%,7%,-1%,-4%,2%,-2%,-2%,-9%,-29%,3%,9%
CC1(C(=O)N2CC3(CC(c4ccccc4)=NO3)C[C@H]2C(=O)NCC(N)=O)CC1 (stereo not given in full),-1%,-1%,5%,15%,5%,-3%,-3%,-5%,1%,-6%,2%
Cc1c(C(=O)N(C)C)sc(NC(=O)c2cccc([N+](=O)[O-])c2)c1C#N,-2%,12%,-5%,-1%,1%,-7%,15%,u,u,5%,u
CCOC(=O)c1nc(Nc2ccc(C)cc2)c2ccccc2n1,-5%,2%,-19%,1%,3%,14%,-1%,16%,32%,u,u
CC(=O)Nc1cccc(NC(=O)c2ccc(Br)cc2)c1,5%,u,24µM*,-6%,18%,-4%,19%,0%,48%,x,u
CCN(CC)C(=O)c1ccc(S(=O)(=O)N2CCC(c3nc4ccccc4s3)CC2)cc1,1%,-20%,1%,-3%,3%,6%,-24%,-20%,-65%,2%,u
Cc1ccccc1NC(=O)C1CCN(S(=O)(=O)c2cccs2)CC1,-2%,-3%,-2%,4%,-1%,-7%,0%,9%,-17%,0%,15%
CSc1ncc(C(=O)Nc2ccc(C(C)=O)cc2)c(C)n1,6%,u,u,11%,15%,11%,u,-4%,u,9%,39%
CN(CCOc1ccc(Cl)cc1)C(=O)c1ccc(S(=O)(=O)N2CCOCC2)cc1,-6%,2%,0%,-2%,1%,3%,10%,-4%,0%,-10%,5%
CCOC(=O)Cn1nc(NC(=O)COc2ccc(F)cc2)cc1C,0%,1%,-1%,-1%,x,-9%,2%,x,-8%,-1%,x
O=C/C(=C\Nc1ccc(C(=O)N2CCOCC2)cc1)c1nc2ccccc2o1,-7%,1%,-6%,0%,-4%,25%,-3%,-2%,-35%,14%,-22%
CCOc1cc(-c2c(C#N)c(N)nc3c2CCCC3C)ccc1O (stereo not given),4%,-7%,2%,-15%,-3%,-4%,-1%,4%,-67%,-3%,-8%
CC(Oc1ccc(NC(=O)c2ccco2)cc1)C(=O)N1c2ccccc2CC1C (stereo not given),-2%,-1%,-1%,-4%,-7%,2%,1%,0%,-1%,1%,1%
CC(C)(C)c1ccc(-n2nc(C(N)=O)c(O)cc2=O)cc1,2%,-29%,-12%,-2%,-4%,8%,-5%,6%,16%,12%,22%
COc1cc(N)c(Cl)cc1C(=O)OCCN1CCCCC1,x,-8%[46.1 µM],x,x,x,-17%,7%[46.1 µM],7%,x,x,-12%
COc1cc(C2NC(=O)NC(c3ccccc3)=C2C(C)=O)ccc1OCC#N (stereo not given),3%,-4%,8%,x,-11%,4%,-2%,-13%,-20%,-2%,21%
CCN1C(=O)/C(=c2\o/c(=C3\C=Cc4ccccc4N3CC)c(=O)n2CC)SC1=S,5%,6%,0%,3%,3%,-8%,-1%,6%,0%,6%,1%
CCOC(=O)C(NC(=O)c1cccc(Cl)c1)(OCc1ccccc1)C(F)(F)F (stereo not given),-4%,1%,-1%,15%,19%,42%[activator],-5%,-16%,-7%,-9%,u
COc1cc(OC)cc(C(=O)NC2CCSC2=O)c1 (stereo not given),7%,12%,4%,3%,-1%,-2%,-4%,-2%,3%,1%,1%
CCCCOCCCNC(=O)c1cccc(OC)c1,-1%,0%,-3%,3%,0%,8%,-2%,-9%,-2%,-2%,-3%
Cc1nc(C)n(CC(=O)N2CCCC(C(=O)c3ccc(C(F)(F)F)cc3)C2)n1 (stereo not given),0%,-3%,0%,-6%,1%,0%,0%,7%,-11%,-1%,40%
O=C1CCCc2c1nc(-c1cccc(Cl)c1)n2O,10%,0%,0%,-3%,1%,-3%,3%,-10%,2%,11%,15%
CCOC(=O)c1nn(-c2cccc(C)c2)cc1C(=O)c1ccccc1,u,28%,9.5µM*,-2%,u,4%,u,-20%,u,-19%,u
CCN(Cc1cc(OC)c(OC)c(OC)c1)C(=S)Nc1cccc(SC)c1,-10%,-2%,-2%,-5%,1%,3%,-3%,4%,-34%,-7%,-1%

# Reformatted field by field: entries from further up.
COc1cc(C2NC(=O)NC(c3ccccc3)=C2C(C)=O)ccc1OCC#N (stereo not given)
- ELG1 genotox = 3%
- Rab9 promoter act = -4%
- FLuc counter = 8%
- uPA surface inh = x
- p53 reactivation = -11%
- CXXC DNA block = 4%
- NPC1 promoter act = -2%
- VP16 counter = -13%
- BRCA1 expr up = -20%
- MBNL1-CUG inh = -2%
- RORg inh = 21%
CCN1C(=O)/C(=c2\o/c(=C3\C=Cc4ccccc4N3CC)c(=O)n2CC)SC1=S
- ELG1 genotox = 5%
- Rab9 promoter act = 6%
- FLuc counter = 0%
- uPA surface inh = 3%
- p53 reactivation = 3%
- CXXC DNA block = -8%
- NPC1 promoter act = -1%
- VP16 counter = 6%
- BRCA1 expr up = 0%
- MBNL1-CUG inh = 6%
- RORg inh = 1%

# Structures shown so far that have a tert-butyl group (two):
smiles,ELG1 genotox,Rab9 promoter act,FLuc counter,uPA surface inh,p53 reactivation,CXXC DNA block,NPC1 promoter act,VP16 counter,BRCA1 expr up,MBNL1-CUG inh,RORg inh
CC1Cc2ccccc2N1C(=O)CSc1nn2c(=O)c(C(C)(C)C)nnc2s1 (stereo not given),-6%,-3%,-3%,-13%,2%,6%,-1%,5%,-37%,3%,-37%
CC(C)(C)c1ccc(-n2nc(C(N)=O)c(O)cc2=O)cc1,2%,-29%,-12%,-2%,-4%,8%,-5%,6%,16%,12%,22%

# New compounds follow.
smiles,ELG1 genotox,Rab9 promoter act,FLuc counter,uPA surface inh,p53 reactivation,CXXC DNA block,NPC1 promoter act,VP16 counter,BRCA1 expr up,MBNL1-CUG inh,RORg inh
COc1ccc(S(=O)(=O)Nc2ccc3c(c2)n(C)c(=O)n3C)cc1F,3%,-12%,-1%,-7%,-3%,6%,-6%,u,-45%,-3%,u
COC(=O)c1cc(S(=O)(=O)NCc2ccc3c(c2)OCO3)c[nH]1,1%,-4%,0%,9%,9%,3%,-2%,9%,-3%,-6%,19%
Cc1ccc(NC(=O)CS(=O)(=O)c2cn(CC(=O)N3CCOCC3)c3ccccc23)cc1,5%,-4%,-4%,1%,0%,-2%,2%,-3%,-1%,-10%,10%
O=C(NCCc1c[nH]c2ccccc12)C(=O)c1c[nH]c2ccccc12,1%,4%,-12%,-15%,9%,-15%,17%,17%,-6%,5%,u
